Neddylation inh – cullin neddylation inhibition | P61081+Q13564 | TR-FRET cullin neddylation, biochemical | calls only at 25 µM | 360,000 compounds, 0.58% hits; in the data active = inhibition above about 36%
STEP block – blocks human striatal-enriched tyrosine phosphatase; inhibition, % at 20 µM; recombinant STEP, OMFP fluorogenic substrate, fluorescence; P54829; 360,000 compounds, 0.25% hits;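 active = inhibition at 20 µM, scaled per plate between control wells, above about 37%, limit read from the data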;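 also: 0% = DMSO with enzyme and substrate and 100% = substrate only without enzyme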
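Assay system: isolated STEP enzyme / Timing: 20 min at room temperature, dark / Doses: 20 µM, 1% DMSO / Technique: fluorescence intensity, excitation 480 nm, emission 540 nm / Reagent: fluorogenic phosphatase substrate OMFP at 25 µM final / Measure: percent inhibition scaled to no-enzyme and uninhibited-enzyme controls, plate-pattern corrected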
NadD inh – NadD (S. aureus) enzyme inhibition | purified NadD enzyme, colorimetric absorbance read-out | inhibition, % at 20 µM | 360,000 compounds, 0.78% hits; in the data active = inhibition above about 26%; also: some compounds past the cut are filed as inactive
NRP1-CendR mod – alters CendR peptide binding to human NRP-1. O14786. 360,000 compounds, 0.85% hits. inhibition, % at 25 µM. FAM-RPARPAR peptide binding to NRP-1, fluorescence polarization;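 active = inhibition or corrected inhibition above about 18%, plus a signal ratio from 0.5 to 1.5, limit read from the data, passing the limit was not always enough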; also: strong numbers were not always called active
Target sequence (O14786 whole entry, looked up): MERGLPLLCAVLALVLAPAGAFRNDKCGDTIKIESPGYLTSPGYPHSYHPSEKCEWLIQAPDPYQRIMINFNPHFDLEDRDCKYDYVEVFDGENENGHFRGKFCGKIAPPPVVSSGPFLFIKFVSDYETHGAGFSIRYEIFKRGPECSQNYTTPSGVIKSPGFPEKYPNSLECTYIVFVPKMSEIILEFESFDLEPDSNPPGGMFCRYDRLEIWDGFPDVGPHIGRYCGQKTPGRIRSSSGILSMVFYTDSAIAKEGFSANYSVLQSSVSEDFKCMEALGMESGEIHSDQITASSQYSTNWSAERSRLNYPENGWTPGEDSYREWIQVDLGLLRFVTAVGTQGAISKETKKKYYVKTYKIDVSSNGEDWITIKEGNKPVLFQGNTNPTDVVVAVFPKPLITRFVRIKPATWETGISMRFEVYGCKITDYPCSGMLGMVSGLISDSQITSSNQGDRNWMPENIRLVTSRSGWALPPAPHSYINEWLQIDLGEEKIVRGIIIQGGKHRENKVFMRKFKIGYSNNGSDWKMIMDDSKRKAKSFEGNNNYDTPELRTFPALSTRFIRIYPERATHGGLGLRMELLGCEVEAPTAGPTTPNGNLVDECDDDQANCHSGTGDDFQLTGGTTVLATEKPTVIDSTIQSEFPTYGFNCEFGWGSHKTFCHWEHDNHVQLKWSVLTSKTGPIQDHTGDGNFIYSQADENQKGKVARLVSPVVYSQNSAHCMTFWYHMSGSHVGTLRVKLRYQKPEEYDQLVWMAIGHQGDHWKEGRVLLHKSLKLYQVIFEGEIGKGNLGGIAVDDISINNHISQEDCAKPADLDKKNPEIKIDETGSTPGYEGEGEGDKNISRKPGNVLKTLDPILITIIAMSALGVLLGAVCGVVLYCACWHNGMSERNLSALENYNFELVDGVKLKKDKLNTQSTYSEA
SKN-1 inh – C. elegans SKN-1 inhibition; C. elegans VP596 Pgst-4::GFP/RFP ratio, acrylamide-induced, 24 h; inhibition, % at 21.8 µM; 360,000 compounds, 0.49% hits; AID 624304;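 active = interference check ratio from 0.5 to 1.5 plus GFP to RFP signal ratio inhibition reaching or exceeding a fixed threshold, cut at about 30% in these data, passing the limit was not always enough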; also: some compounds called inactive have numbers as strong as hits
Tb MetRS inh – blocks T. brucei methionyl-tRNA synthetase activity; purified T. brucei MetRS, ATP depletion, Kinase-Glo luminescence; inhibition, % at 11.9 µM; 360,000 compounds, 0.4% hits; AID 624268;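 active = inhibition above a per-plate cutoff of the control wells' mean inhibition plus 3 SD, cut at about 5.5% in these data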;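 also: 0% = DMSO wells median and 100% = median of wells with control inhibitor compound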
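Test system: purified T. brucei MetRS enzyme. Also added: ATP, methionine and E. coli bulk tRNA substrates. Compound: 11.9 µM single point. Schedule: 15 min enzyme-compound preincubation, 2 h reaction, 10 min detection, 25 °C. Signal: luciferase luminescence of residual ATP, Kinase-Glo. Evaluation: percent inhibition versus plate control medians. Controls: DMSO wells, low control.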
Scp1 inh – Scp-1 (human) phosphatase inhibition; Q9GZU7; Recombinant Scp1, phosphopeptide, malachite green phosphate absorbance; inhibition, % at 20 µM; 340,000 compounds, 0.88% hits;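 active = inhibition above about 50% at 20 µM, limit read from the data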;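 also: plate controls were DMSO wells with enzyme for no effect and wells lacking enzyme for full effect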
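System: truncated SCP-1 phosphatase (76-261aa); medium: Tris acetate buffer pH 5.5 with MgCl2 and Tween-20; incubation: 45 min room-temperature reaction, 5 min colour, 30 min stabiliser; compound: single 20 µM dose, 1% DMSO; reagent: Phosphorylated 17-residue peptide substrate; read-out: % inhibition at 20 µM; technique: colorimetric free-phosphate detection, absorbance 630 nm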
DNMT1 inh – inhibitors of human DNMT1; 360,000 compounds, 0.83% hits; DNMT1 molecular beacon, Hinp1I cleavage, fluorescence; inhibition (reported as % activation of signal), % at 10 µM; AID 588458; in the data active = inhibition above about 50%
LMPTP block – blocks human LMPTP phosphatase; P24666; recombinant LMPTP-A, OMFP fluorogenic substrate, fluorescence intensity; inhibition, % at 20 µM; 360,000 compounds, 0.22% hits;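 active = compounds that cut the enzyme signal by at least half of the control window in the single-dose screen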;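 also: plate controls were DMSO wells with enzyme plus substrate for no effect and substrate without enzyme for full effect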
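Test system: LMPTP-A phosphatase enzyme; input: 0.625 nM LMPTP-A final; reagent: OMFP substrate, 400 µM final; compound dosing: 20 µM single dose, 3% DMSO; incubation: 50 min dark incubation at room temperature; measured by: endpoint fluorescence intensity from OMFP dephosphorylation; measure: % inhibition relative to no-enzyme and uninhibited control wells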
SUMO1 PPI mod – SUMO1-SIM interaction modulation | inhibition, % at 20 µM | SUMO1 binding to a labelled peptide, TR-FRET, 1 h | 360,000 compounds, 0.33% hits; in the data active = inhibition above about 37%
Target sequence (P63165 whole entry, looked up): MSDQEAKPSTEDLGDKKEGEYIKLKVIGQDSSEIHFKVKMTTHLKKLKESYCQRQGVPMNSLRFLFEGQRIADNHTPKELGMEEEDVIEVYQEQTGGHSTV
The depositor's hits bear a star; i = inactive; / = no result given.

SMILES	Neddylation inh	STEP block	NadD inh	NRP1-CendR mod	SKN-1 inh	Tb MetRS inh	Scp1 inh	DNMT1 inh	LMPTP block	SUMO1 PPI mod
COc1ccc(CCNC(=O)CN(c2cc([N+](=O)[O-])ccc2OC)S(C)(=O)=O)cc1	i	0	-4	4	-7	-0.6	-4	2	-0.5	-10
COc1ccc(C(=O)C2CCCN(C(=O)c3cccc(N(C)C)c3)C2)cc1OC (centres undefined)	i	1	9	25*	19	-0.1	9	0	0.9	-5
O=P(c1ccccc1)(c1ccccc1)C(O)c1ccco1 (centres undefined)	i	-2	-10	6	7	0.3	-6	-1	0.5	0
COc1cc(C(=O)Nc2ccc3c(c2)N(C(=O)CN2CCN(C)CC2)c2ccccc2CC3)cc(OC)c1OC	i	-2	-7	-15	0	-1.0	-14	0	-3.4	-9
COc1cccc(C2c3[nH]c4ccccc4c3CCN2Cc2ncc[nH]2)c1 (centres undefined)	i	-1	-5	3	13	-0.5	-8	-6	3.7	-5
CCC1OC(C)Cc2[nH][nH]c(=O)c21 (centres undefined)	i	/	-5	4	5	-0.3	/	/	-0.8	4
O=C(NCc1ccccn1)Nc1cccc(F)c1	i	3	0	6	-1	0.2	-5	0	-0.5	9
CCOc1ccccc1OCC(=O)Nc1ccc(S(=O)(=O)Nc2nc(C)cc(C)n2)cc1	i	0	7	-4	3	0.9	-5	2	-1.0	3
CC(CNC(=O)c1ccccc1Cl)NC(=O)c1ccccc1Cl (centres undefined)	i	14	-4	-8	2	-0.2	5	16	11	8
COC(=O)C(Cc1ccccc1)NC(=O)C(CC(C)C)NC(=O)OC(C)(C)C (centres undefined)	i	2	-4	0	-6	-1.2	-5	2	-2.8	2
CCCn1cc(SCC(=O)NCC2CCCO2)c2ccccc21 (centres undefined)	i	-8	-2	-6	-3	1.1	2	4	-1.2	4
CCOP(=O)(c1ccccc1)C1(C#N)CC1 (centres undefined)	i	-2	-10	9	11	-0.3	-1	2	-0.4	-2
COc1cc(OC)cc(-n2nc(C(=O)NCCCN3CCOCC3)c3ccccc3c2=O)c1	i	-1	4	-2	-4	-0.9	-8	-3	0.4	0
O=C(Nc1ccccc1N1CCOCC1)c1cc(=O)[nH]c2ccccc12	i	-5	-2	-3	6	-0.1	-4	-5	-1.3	3
Cc1[nH]c2c(C)cccc2c1CCNC(=O)C1CCCCC1C(=O)OCC(F)(F)F (centres undefined)	i	-2	-4	1	20	0.4	-6	-2	0.0	2
CC(C)c1cc(C(=O)OCC(=O)NC2CC2)c(O)c(C(C)C)c1	i	1	-7	0	0	-0.3	/	3	2.0	2
CN(C)CCNc1oc(COc2ccc(Cl)cc2)nc1C#N	i	1	-4	-2	-3	-1.8	-4	2	-6.8	0
CCOc1ccc(CN2CCN(CCCn3cccn3)CC2CCO)cc1 (centres undefined)	i	4	-9	18	-6	-0.5	2	-1	-0.4	2
Cc1cccc(C(=O)NNC(=O)c2ccc3ccccc3c2)c1	i	7	-1	-2	-6	-0.1	13	0	3.9	-12
COc1ccc(CNC(=O)C2CCN(S(=O)(=O)c3cccc4nonc34)CC2)cc1	i	7	-10	6	8	0.2	8	2	1.2	-29
O=C1CC(c2cccc(Br)c2)C2=C(CCCC2=O)N1 (centres undefined)	i	-4	-7	-2	-6	-0.4	0	-2	-1.7	-3
Cc1ccccc1C(=O)NCC(=O)NNC(=S)NC(=O)c1ccccc1	i	0	-1	0	1	-1.0	-2	-2	-1.4	7
CCOC(=O)N1CCN(CC(=O)n2c(C)c(C)c3ccccc32)CC1	i	-1	-1	4	6	-0.2	-3	1	-1.3	6
Cc1[nH]nc2c1C(c1cn[nH]c1-c1ccc(F)cc1)C(C#N)=C(N)O2 (centres undefined)	i	-2	1	5	-31	-1.7	4	-9	0.3	7
O=C(Nc1cccc(Cl)c1N1CCOCC1)c1cccnc1Cl	i	0	-8	0	1	0.3	-10	7	-0.3	5
COc1ccc(OC)c(-c2cc(C(=O)N3CCc4ccccc4C3)no2)c1	i	1	-9	4	2	-0.1	-17	-17	5.0	4
Cc1ccc(Nc2cc(C(=O)NCCCN3CCOCC3)c3ccccc3n2)c(C)c1	i	0	-6	9	11	-0.5	-7	0	-0.5	-1
CCOC(=O)c1c(C)[nH]c(NC(=O)NNC(=O)c2ccccc2Cl)c1C	i	-1	5	9	3	-0.3	0	-1	-0.7	0
COc1ccc(/C(=C/Nc2cccc(Br)c2)C(C)=O)cc1OC	i	6	2	6	2	-0.1	-3	-2	0.9	-1
O=C(CCNS(=O)(=O)c1ccc(Br)cc1)Nc1cccc(F)c1	i	-5	-9	2	3	4.1	-10	-3	0.3	2
Cc1cccc(S(=O)(=O)N2CCn3cccc3C2C)c1 (centres undefined)	i	0	8	-27	10	-0.6	-4	-6	-1.4	-2
Cc1ccccc1OCc1nnc(SCC(=O)N2CCc3ccccc32)n1C	i	4	2	5	-39	-1.0	6	0	0.1	0
COc1ccccc1NC(C#N)c1ccccc1OCc1ccccc1 (centres undefined)	i	-2	-3	3	1	-0.1	-13	0	0.6	3
C=CCN(C(=O)CCC(=O)Nc1cc(C)on1)C(C(=O)NC1CCCC1)c1ccc(CC)cc1 (centres undefined)	i	0	-6	7	-11	-0.6	-12	0	0.1	4
CCN(CC)CCN=c1c(C)nc(C#N)c(N)n1O	i	-2	-2	3	5	0.7	/	2	-0.5	-11
C=C1C(=O)[C@]23C[C@H]1CCC2[C@@]1(C)C(C[C@@H]3O)[C@](C)(C(=O)OC)CC[C@@H]1OC(C)=O (some centres undefined)	i	2	-5	-8	6	-1.0	/	-16	-1.7	2

Limited to Tb MetRS inh, NadD inh and STEP block (seven entries from above):
smiles | Tb MetRS inh | NadD inh | STEP block
CCOc1ccc(CN2CCN(CCCn3cccn3)CC2CCO)cc1 (centres undefined) | -0.5 | -9 | 4
Cc1cccc(C(=O)NNC(=O)c2ccc3ccccc3c2)c1 | -0.1 | -1 | 7
COc1ccc(CNC(=O)C2CCN(S(=O)(=O)c3cccc4nonc34)CC2)cc1 | 0.2 | -10 | 7
O=C1CC(c2cccc(Br)c2)C2=C(CCCC2=O)N1 (centres undefined) | -0.4 | -7 | -4
Cc1ccccc1C(=O)NCC(=O)NNC(=S)NC(=O)c1ccccc1 | -1.0 | -1 | 0
CCOC(=O)N1CCN(CC(=O)n2c(C)c(C)c3ccccc32)CC1 | -0.2 | -1 | -1
Cc1[nH]nc2c1C(c1cn[nH]c1-c1ccc(F)cc1)C(C#N)=C(N)O2 (centres undefined) | -1.7 | 1 | -2

The listing continues.
SMILES	Neddylation inh	STEP block	NadD inh	NRP1-CendR mod	SKN-1 inh	Tb MetRS inh	Scp1 inh	DNMT1 inh	LMPTP block	SUMO1 PPI mod
N/C(=N\OC(=O)c1ccc(F)cc1)c1nonc1N	i	-2	-2	4	6	0.3	-2	1	-1.2	3
COc1ccc(S(=O)(=O)N2CCCC2C(=O)NCC(=O)Nc2cccc(Cl)c2C)cc1 (centres undefined)	i	-2	-5	13	-2	-0.7	-7	-2	-3.2	-4
O=C(Cc1ccccc1)Nc1ccc(NC(=O)C2CCCCC2)nc1	i	-4	-5	3	4	0.1	12	-1	-2.7	-2
CC(=O)Nc1ccc(C(=O)OCC(=O)Nc2ccccc2F)cc1	i	-4	-4	-9	3	-0.9	-8	1	-0.7	5
CC(C)C[C@@]12C(=O)N(c3cccc(Br)c3)C(=O)N1[C@H](c1ccc(Cl)cc1)[C@@H]1C(=O)N(C3CCCCC3)C(=O)[C@@H]12	i	0	17	-4	-6	-0.6	-14	-2	2.0	-7
COc1ccc(-c2nnc(SCc3ccccc3F)o2)cc1	i	4	-4	5	-16	-0.4	-10	-6	2.8	3
COc1cccc(-c2nn(-c3ccccc3)cc2/C=C(\C#N)C(=O)NCCCn2ccnc2)c1	i	-3	29*	-91	2	-0.6	-1	-31	-4.5	-10
Cc1cccc(N2CCN(CC(=O)NCc3ccc(Cl)cc3)CC2)c1C	i	-1	1	6	-5	-0.3	-2	-8	1.4	6
CNS(=O)(=O)c1cccc(C(=O)OCC(=O)N2CCN(C(=O)c3ccco3)CC2)c1	i	-1	-6	-2	-5	0.1	0	0	-0.2	5
O=C(c1ccc(Br)cc1)N1CCN(S(=O)(=O)c2ccccc2)CC1	i	0	-1	-9	2	-0.7	-9	1	-1.1	6
CN(C)S(=O)(=O)c1cccc(NC(=O)CN(CCO)CC(=O)Nc2cccc(S(=O)(=O)N(C)C)c2)c1	i	-1	-4	-1	-20	2.5	-9	3	0.4	1
O=C(Cc1ccccc1[N+](=O)[O-])NCCSCc1c(F)cccc1Cl	i	2	-2	11	11	-0.2	-11	-1	-0.6	-11
N#Cc1nc(-c2ccc(OCc3ccccc3)cc2)oc1N1CCC(C(N)=O)CC1	i	1	-10	-16	-11	-1.2	0	8	-0.2	19
COc1ccc(Cc2nnc(NC(=O)Nc3ccccc3F)s2)cc1OC	i	2	0	-19	27	4.2	-9	-3	0.3	-1
NNC(=O)CCN1CCN(C(c2ccccc2)c2ccccc2)CC1	i	0	-3	-6	-9	-1.1	-5	-3	0.3	1
CCOc1cc(C2C(C(=O)c3ccco3)=C(O)C(=O)N2CC2CCCO2)ccc1O (centres undefined)	i	0	0	6	17	0.5	-10	0	-0.9	0
CCOC(=O)/C(=C\c1ccccc1)C(=O)CCN1CCOCC1	i	4	4	0	2	-0.4	0	12	-0.9	20
O=C(CCCN1C(=O)c2ccccc2C1=O)OC1CSCC1NC(=O)c1ccccc1 (centres undefined)	i	2	-1	0	-3	-1.5	-6	-3	-3.2	-7

Full records as entered above. Screens in order: Neddylation inh	STEP block	NadD inh	NRP1-CendR mod	SKN-1 inh	Tb MetRS inh	Scp1 inh	DNMT1 inh	LMPTP block	SUMO1 PPI mod
N#Cc1nc(-c2ccc(OCc3ccccc3)cc2)oc1N1CCC(C(N)=O)CC1 across the screens: i	1	-10	-16	-11	-1.2	0	8	-0.2	19
CCOc1cc(C2C(C(=O)c3ccco3)=C(O)C(=O)N2CC2CCCO2)ccc1O (centres undefined) across the screens: i	0	0	6	17	0.5	-10	0	-0.9	0

Screening data (PubChem)
